MEKK2 mut-MEK5 – MEK5 binding signal on mutant MEKK2 PB1, primary screen, biochemical, multiplex bead flow cytometry, Alexa488-MEK5; Alexa488-MEK5 binding to MEKK2 mutant; percent response, % at 10 µM; 290,000 compounds, 0.35% hits; AID 1530, 2009; in the data active = percent response above about 24%, passing the limit was not always enough; also: inactives centre near 1; some results filed as inactive read as strong as hits
MEKK2wt PB1 HTS – modulators of MEK5 binding to wildtype MEKK2, primary screen, biochemical, multiplex bead flow cytometry, Alexa488-MEK5. binding response (% of control), % at 10 µM. Alexa488-MEK5 binding to MEKK2 WT; actives lie on both sides. Mitogen-activated protein kinase kinase kinase 2 (Homo sapiens), Q9Y2U5. 290,000 compounds, 1.1% hits. AID 1531, 2009; in the data active = binding response below about 67% or above about 130%
V1R ag counter – agonists of human V1a receptor, primary screen, counter-screen for OXTR agonist project, fluorescence, CHO-V1R cells; AID 2797, 2010; activation, % at 3 µM; Fluo-8 calcium fluorescence, agonist mode; 0% DMSO, 100% 3 nM vasopressin; 320,000 compounds, 0.25% hits; Vasopressin V1a receptor (Homo sapiens), P37288;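 active = activation above the mean activation of all tested compounds plus 3 SD, per screening run, cut at about 20% in these data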;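 also: signal is peak over basal fluorescence ratio across a 100 second FLIPR read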
M18AAP inhibitor – PfM18AAP inhibitors, malaria aminopeptidase, primary screen, biochemical, QFRET, recombinant enzyme. H-Glu-NHMec fluorogenic cleavage. inhibition, % at 7.35 µM. 290,000 compounds, 1.2% hits. AID 1822, 2009;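 active = inhibition above the campaign mean inhibition over all tested compounds plus 3 SD, cut at about 28% in these data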;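 also: 0% = plate median of test compound wells and 100% = 2 mM ZnCl2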
OXTR ag – human OXTR agonists, primary screen, fluorescence, CHO-OTR cells, Fluo-8 calcium; activation, % at 3 µM; 320,000 compounds, 0.32% hits; Fluo-8 calcium fluorescence; normalized: DMSO 0%, oxytocin 100%;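 active = activation above the mean of all tested compounds plus 3 SD, cutoff set per screening run, cut at about 20% in these data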;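 also: peak over basal fluorescence ratio from a 100 s FLIPR kinetic read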
Target sequence (P30559 whole entry, looked up): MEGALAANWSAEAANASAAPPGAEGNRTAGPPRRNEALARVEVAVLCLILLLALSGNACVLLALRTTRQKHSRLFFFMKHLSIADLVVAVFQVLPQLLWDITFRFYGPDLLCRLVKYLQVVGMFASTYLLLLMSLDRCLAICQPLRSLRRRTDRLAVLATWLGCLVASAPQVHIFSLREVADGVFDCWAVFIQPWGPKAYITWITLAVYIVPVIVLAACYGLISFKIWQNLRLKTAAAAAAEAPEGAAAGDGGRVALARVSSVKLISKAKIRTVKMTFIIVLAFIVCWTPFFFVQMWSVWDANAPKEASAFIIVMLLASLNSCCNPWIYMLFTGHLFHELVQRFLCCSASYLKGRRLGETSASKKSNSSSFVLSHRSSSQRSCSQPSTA
GalR3 antag – GalR3 antagonists in HEK293 cells, primary screen, cell-based, fluorescence readout; HEK293 GalR3-CNG cAMP membrane potential fluorescence; galR3 body fused to GalR1 C-terminus; 360,000 compounds, 0.44% hits; inhibition, % at 3 µM;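 active = inhibition above the screen-wide average plus 3 SD, cut at about 13% in these data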;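 also: forskolin and galanin both at EC90 stimulate the cells; cAMP rise reported by CNG channel membrane potential dye signal; 0% = forskolin plus galanin with DMSO and 100% = forskolin alone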
Target sequence (O60755 1-299 limits assumed): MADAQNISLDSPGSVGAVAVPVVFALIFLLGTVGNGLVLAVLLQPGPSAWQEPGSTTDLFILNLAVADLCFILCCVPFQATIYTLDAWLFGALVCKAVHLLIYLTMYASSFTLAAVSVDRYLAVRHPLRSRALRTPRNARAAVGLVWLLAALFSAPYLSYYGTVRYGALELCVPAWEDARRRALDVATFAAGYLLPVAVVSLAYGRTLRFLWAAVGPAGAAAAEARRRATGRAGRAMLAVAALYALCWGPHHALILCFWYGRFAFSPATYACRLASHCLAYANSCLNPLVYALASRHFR
GPR7 antagonist – GPR7 receptor antagonists, primary screen, cell-based, fluorescence, single concentration. GPR7-expressing cells, fluorescence antagonist assay. inhibition, % at 4.4 µM. 290,000 compounds, 1.1% hits. AID 1861, 2009; in the data active = inhibition above about 16%, passing the limit was not always enough;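 also: cells stimulated with the agonist NPW; 0% = agonist with vehicle and 100% = vehicle without agonist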
Target sequence (P48145 whole entry, looked up): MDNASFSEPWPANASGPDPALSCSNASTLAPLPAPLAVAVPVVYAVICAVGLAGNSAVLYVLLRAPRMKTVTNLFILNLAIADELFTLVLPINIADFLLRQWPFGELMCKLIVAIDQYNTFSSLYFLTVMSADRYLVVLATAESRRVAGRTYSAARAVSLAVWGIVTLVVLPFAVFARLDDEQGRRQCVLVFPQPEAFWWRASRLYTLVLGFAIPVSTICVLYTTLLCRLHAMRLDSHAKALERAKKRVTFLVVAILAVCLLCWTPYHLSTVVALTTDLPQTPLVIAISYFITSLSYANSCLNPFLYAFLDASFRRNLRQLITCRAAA
NALP1 yeast inh – NALP1 inflammasome inhibitors in reconstituted yeast, colorimetric, S. cerevisiae, triplicate retest | S. cerevisiae NALP1/ASC/caspase-1 growth, X-gal OD620, 72 h | inhibition, % at 10 µM | 280,000 compounds, 0.61% hits | AID 2071, 2009; in the data active = inhibition mostly above about 24%, no sharp cut-off; inactive = mostly below about 32%; also: some compounds called inactive have numbers as strong as hits
OXTR potentiate – human OXTR potentiators, primary screen, fluorescence, CHO-OTR cells, Fluo-8 calcium | 320,000 compounds, 0.061% hits | AID 2445, 2010 | activation, % at 3 µM | Fluo-8 calcium fluorescence, potentiator mode; 0% = oxytocin EC15, 100% = EC100;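 active = activation above that plate's cutoff, the mean activation of tested compounds plus 3 SD, cut at about 6.6% in these data, passing the limit was not always enough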;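 also: 100% uses oxytocin at 75 nM as the full agonist control; some results filed as inactive read as strong as hits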
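Dosing: Single dose, 3.0 µM nominal final compound concentration | Material: Human OTR in CHO cells | Technique: Kinetic Fluo-8 calcium fluorescence | Benchmarks: EC15 oxytocin alone as 0%, 75 nM oxytocin as 100% | Probe or stimulus: Oxytocin at about EC15, sub-maximal agonist stimulus | Incubation: Compound 6 min at room temperature before oxytocin, 100 s read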
* marks the source's active call; other numbers are inactive results; / = no result given.

SMILES,MEKK2wt PB1 HTS,NALP1 yeast inh,GalR3 antag,V1R ag counter,MEKK2 mut-MEK5,OXTR potentiate,GPR7 antagonist,M18AAP inhibitor,OXTR ag
COc1ccc(-n2nnnc2SCC(=O)N2C(C)CCCC2C)c(OC)c1 (configuration not stated),89,15,0,1.1,-5,-7,-4,4,-0.8
Cc1ccc(S(=O)(=O)Nc2cc(=O)[nH]c3c2CCC3)cc1,109,12,-11,-0.5,16,-7,-5,-1,-1.4
CN1C(=O)/C(=C/c2ccccc2Cl)Sc2ccc(C(=O)N3CCCC3)cc21,101,8,0,3.4,3,-8,6,8,-0.3
CSc1ncccc1C(=O)NCCc1ccc(Cl)cc1,92,19,-6,-0.2,-3,-8,9,3,-0.7
CCOC(=O)N1CCN(C(=O)c2ccc(OC)c(S(=O)(=O)N3CCOCC3)c2)CC1,/,-2,-5,0.7,/,3,-7,0,0.9
O=C(NCC1CCCO1)/C(=C\c1ccco1)NC(=O)c1ccc(Cl)cc1 (configuration not stated),92,-11,1,-0.7,-5,-1,-2,0,-0.6
COc1cc(/C=N/NC(=O)COc2c(C)cc([N+](=O)[O-])cc2C)ccc1OC(=O)c1ccccc1,97,31,-2,1.0,-2,-3,11,3,-0.6
O=C(CNC(=O)N1CC(=O)Nc2ccccc21)NCc1ccccc1Cl,97,20,-5,-0.5,-3,-9,1,-8,1.1
O=C(O)C1CCCCC1C(=O)Nc1ccccc1C(=O)N1CCN(c2ccc(F)cc2)CC1 (configuration not stated),102,16,-1,0.1,0,-4,-2,1,0.1
O=C(CNC(=O)C1CCCCC1)OCC(=O)c1cccc(Cl)c1,/,/,-3,2.2,/,-7,/,/,-0.8
Cc1ccccc1-n1c(=O)n(CCc2ccccc2)c(=O)c2[nH]cnc21,78,-3,-6,0.4,-13,4,1,-2,0.6
c1ccc(OCc2nc(-c3ccccc3)no2)cc1,98,12,-6,-1.2,1,-9,-4,15,-1.8
COc1ccc(Cl)cc1N(CC(=O)Nc1cccc(SC)c1)S(C)(=O)=O,102,3,-5,10,6,-3,12,2,3.8
CC1=C(C(=O)Nc2ccccc2F)C(c2ccsc2)C2=C(CC(c3ccccc3)CC2=O)N1 (configuration not stated),92,9,5,0.1,4,-12,-10,5,-0.3
COc1cccc(/C=C2\CC(C)Cc3c2nc2ccccc2c3C(=O)O)c1OC (configuration not stated),103,-5,-7,0.5,5,-7,-2,-1,0.6
O=C(COc1ccc(/C=N/NC(=O)c2cc3ccccc3o2)cc1Br)Nc1ccccc1,103,18,0,-0.8,3,-7,2,-15,-0.1
CCSc1cc(C)nc2ncnn12,111,9,0,1.0,15,-17,7,2,-0.6
COc1cc(C(=O)Nc2ccc3c(c2)OCO3)ccc1-n1cnnn1,100,10,-1,-2.0,2,5,-2,4,-2.1
COc1ccc(-n2c(C)c([N+](=O)[O-])c3ccc(O)c(CN(C)C)c32)cc1,/,24*,-6,1.9,/,1,-9,5,3.6
Cc1ccc(SCCNCc2ccco2)cc1,110,14,-9,1.3,12,-1,-7,4,-0.3
CN(C)S(=O)(=O)n1cc(/C=C(\NC(=O)c2ccccc2Cl)C(=O)NCCCN2CCOCC2)c2ccccc21,111,8,-5,-0.1,7,-5,-8,1,0.2
O=C(NC1CCCc2c1cnn2-c1ccc(F)cc1F)c1csnn1 (configuration not stated),94,-2,-1,2.7,-3,-3,-15,2,0.0
O=C(NCC(O)CO)c1csc(Nc2cccc3ccccc23)n1 (configuration not stated),110,0,-2,0.2,5,-13,-8,8,-0.8
CN(CCc1ccccn1)C(=O)CC1C(=O)NCCN1Cc1ccccc1C(F)(F)F (configuration not stated),105,7,-2,-0.2,9,-16,-2,1,-0.5
O=C(N1CCN(c2ccccc2F)CC1)C12CC3CC(CC(C3)C1)C2,101,41,-6,-1.2,0,-22,-5,2,-2.5
O=C(NC(=S)Nc1cccc([N+](=O)[O-])c1)c1ccccc1,104,2,0,-0.9,6,-3,-2,5,-3.2
Cc1ccc(NC(=O)c2oc3ccccc3c2C)c([N+](=O)[O-])c1,74,9,-1,0.4,-14,1,-16,0,-0.4
Cc1ccc(NC(=O)CN(C)Cc2nc3c(Br)cc(Br)cc3c(=O)[nH]2)cc1,103,-4,3,-0.9,0,-6,-3,-8,-1.5
O=S(=O)(Nc1nc2ccccc2nc1NCc1ccco1)c1ccccc1,99,12,-3,0.8,0,-15,-7,8,0.8
O=C(NCC1OCCc2ccccc21)c1ccc(NC(=O)c2cccc(Br)c2)cc1 (configuration not stated),106,27,0,-0.8,9,-8,-8,0,-0.2
COc1cc2nc(Cl)nc(N3CCCCC3)c2cc1OC,104,-9,4,-1.7,2,-10,-14,-5,-2.5
N#Cc1ccccc1NC(=O)COC(=O)COc1ccccc1[N+](=O)[O-],101,21,2,1.4,1,-4,-5,3,1.8
CC(C)Oc1ccc(/C(O)=C2/C(=O)C(=O)N(CCN(C)C)C2c2ccco2)cc1 (configuration not stated),90,13,2,0.5,-12,-7,-3,4,-0.1
CS(=O)(=O)N1CCN(c2c(Cl)cccc2[N+](=O)[O-])CC1,86,-6,-1,1.1,-7,6,1,-5,0.7
Cc1cc(C(=O)N2CCOCC2)ccc1[N+](=O)[O-],99,14,-1,0.1,0,2,-14,-4,0.0
COc1ccc(NC(=O)CCc2nc3ccccc3[nH]2)cc1,105,-2,/,0.1,2,5,-21,-1,0.0
Cn1nccc1NC(=O)Nc1cccc(Br)c1,104,5,/,4.1,-1,-14,8,-1,5.1
CCCn1c(C(C)Nc2nc(-c3cccc(Br)c3)cs2)nc2ccccc21 (configuration not stated),106,14,-6,-0.6,-2,-2,-14,-3,-1.4
CN1CCN(CCCNC(=S)Nc2ccc(F)c(Cl)c2)CC1,97,7,0,0.1,-4,0,4,6,0.8
COc1ccccc1-c1ccc(/C=C2/C=C(CC(C)C)OC2=O)o1,97,17,1,-0.5,0,-4,-12,5,0.9
CN(c1ccc(C(=O)NCCC2=CCCCC2)cc1)S(C)(=O)=O,108,7,-1,1.4,10,-7,11,-10,0.9
Cc1nc2c3c(sc2c(=O)[nH]1)NC(=O)CC3c1ccccc1Cl (configuration not stated),90,/,-4,-0.3,-9,-4,-7,4,0.2
CCS(=O)(=O)Nc1ccc(-c2nnc(SCC(=O)c3ccc(NC(C)=O)c(OC)c3)o2)cc1,/,-10,-3,1.0,/,-11,-6,0,-0.1
Cc1ccc(C(=O)NNC2=NCCC2)cc1,83,7,-4,-0.1,-12,-7,-3,3,-0.2
Cc1ccc(C2C3C(=O)N(c4ccc(C)cc4)C(=O)C3N3CCCN23)cc1 (configuration not stated),66,/,-3,8.5,-15,6,-2,1,-2.1
O=C1CN(C(=O)COC(=O)COc2ccccc2)c2ccccc2N1,/,/,-4,1.0,/,0,/,/,1.5
O=C(Nc1ccn(Cc2ccccc2)n1)c1ccc2c(c1)OCO2,99,-5,-5,0.0,-2,-7,-8,-9,-1.1
COc1ccccc1NC(=O)COc1ccc(C(=O)NCc2ccccc2)cc1OC,/,/,-3,0.9,/,-2,/,/,-0.1
COc1cccc(C(=O)Cn2c(Br)nc3c2c(=O)n(C)c(=O)n3C)c1,99,-7,-3,2.6,1,-3,2,-6,2.3
COc1c(Cl)cc(C(=O)O)cc1Cl,109,/,-5,0.5,2,-4,/,/,0.3

Later entries:
SMILES,MEKK2wt PB1 HTS,NALP1 yeast inh,GalR3 antag,V1R ag counter,MEKK2 mut-MEK5,OXTR potentiate,GPR7 antagonist,M18AAP inhibitor,OXTR ag
Cn1c(=O)c2c(nc(CN3CCN(CCO)CC3)n2Cc2ccccc2Cl)n(C)c1=O,99,12,/,0.2,-2,-4,0,-8,-0.5
COC(=O)c1c(NC(=O)c2cccc([N+](=O)[O-])c2)sc(C(N)=O)c1C,90,-10,-3,-0.5,-9,6,8,-2,-0.3
CCCc1c(OCCCOc2ccc(OCC(=O)O)cc2)ccc(C(C)=O)c1O,/,/,-4,1.5,/,-2,/,/,0.2
COc1cc(/C=N/Nc2nc3ccccc3s2)ccc1OC(=O)c1ccccc1F,99,-5,3,0.5,0,-7,-8,4,-0.5
Cc1nnc(NC(=O)CSc2nnc(CNC(=O)c3ccccc3)o2)s1,101,-4,-2,0.8,0,-2,-14,24,-0.7
CCCNC(=O)NC(=O)CSc1nc(C)cs1,100,-5,-9,-0.2,-6,-8,-7,-4,-0.6
Cc1nn(-c2ccccc2)c(Cl)c1/C=N\NC(=O)c1cncc(Br)c1,96,37,-9,1.6,15,-5,-5,-1,0.5
Nc1nc(C(F)(F)F)cc(=O)n1N,99,0,4,0.2,-1,1,-1,-20,0.6
CN(Cc1ccccc1)S(=O)(=O)c1ccc(OCC(=O)NCc2ccccn2)cc1,97,-1,-8,8.0,1,-13,-7,-5,5.7
Cc1ccc(S(=O)(=O)N(C)C)cc1NC(=O)COC(=O)CCC(=O)c1ccc(F)cc1,113,30,-4,2.1,17,-4,4,2,0.7
COc1ccc(Nc2ccccc2N)cc1,97,-6,-6,0.1,3,-8,-2,10,-0.4
Cc1cccc(C2Nc3cccc4cccc(c34)N2)c1,101,24,-9,0.5,2,-4,-4,33*,-0.2
CCOC(=O)N1CCN(C(=O)c2cn(CC)c3ccc(S(=O)(=O)N4CCCCC4)cc3c2=O)CC1,110,5,-5,-0.9,-1,-10,2,3,-0.2
O=C(NCCNCc1cccs1)c1ccccc1F,107,16,-3,0.1,7,-4,-5,-17,-0.8
C#CCNC(=O)C1=C[C@@H](C(C)(C)C)C[C@@H](OCc2ccc(CO)cc2)O1,107,30*,-1,2.3,6,-8,-10,5,0.2

Given with values under each structure: entries from further up.
Value order – MEKK2wt PB1 HTS, NALP1 yeast inh, GalR3 antag, V1R ag counter, MEKK2 mut-MEK5, OXTR potentiate, GPR7 antagonist, M18AAP inhibitor, OXTR ag
Cc1nn(-c2ccccc2)c(Cl)c1/C=N\NC(=O)c1cncc(Br)c1
→ 96, 37, -9, 1.6, 15, -5, -5, -1, 0.5
Nc1nc(C(F)(F)F)cc(=O)n1N
→ 99, 0, 4, 0.2, -1, 1, -1, -20, 0.6
CN(Cc1ccccc1)S(=O)(=O)c1ccc(OCC(=O)NCc2ccccn2)cc1
→ 97, -1, -8, 8.0, 1, -13, -7, -5, 5.7

Screens deposited in PubChem BioAssay by several laboratories.
